Bioassay records deposited in PubChem by several laboratories.
HIV peptide binding: inhibitors of HIV fusion peptide binding, primary screen, biochemical, uHTS, fluorescence dequenching (AID 1986); inhibition, % at 20 µM; hits with a dose series show IC50 in µM; hit rate 0.3% among 290,000; cell-free peptide binding, fluorescence dequenching, 30 min; higher % means a stronger effect; in the data active = inhibition mostly above about 52%, no sharp cut-off; inactive = mostly below about 76%; also: some results filed as inactive read as strong as hits
West Nile antiviral: inhibition of WNV-induced cytopathic effect – cell-based, CPE readout (AID 1621). West Nile virus-infected cells, CPE inhibition; higher % means a stronger effect. hit rate 0.02% among 290,000. CPE inhibition, % at 10 µM; hits with a dose series show IC50 in µM; in the data active = a potency from the dose series; also: strong numbers were not always called active
GPR35 arrestin U2OS: inhibition of zaprinast-stimulated GPR35 beta-arrestin translocation – imaging, U2OS, beta-arrestin-GFP, zaprinast agonist, primary screen (AID 2058); U2OS GPR35 beta-arrestin-GFP translocation imaging, zaprinast antagonism; higher % means a stronger effect; inhibition, % at 10 µM; hits with a dose series show IC50 in µM; hit rate 0.052% among 290,000;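 active = inhibition of at least 50% with at least 30 cells and total cytoplasm GFP at most 10,000,000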
KOR beta-arrestin-1: KOR antagonists, beta-arrestin recruitment, cell-based, luminescence, uHTS (AID 1778). KOR beta-arrestin recruitment, luminescence, antagonist mode; higher % means a stronger effect. one-dose inhibition, % at 10 µM; IC50 in µM for titrated hits. hit rate 0.091% among 290,000; in the data active = inhibition above about 50%; also: strong numbers were not always called active
KOR beta-arrestin-2: kappa opioid receptor activators – cell-based, luminescence, uHTS, primary screen (AID 1777); KOR beta-arrestin recruitment, luminescence; higher % means a stronger effect; one-dose activation, % at 10 µM; EC50 in µM for titrated hits; hit rate 0.02% among 280,000; in the data active = activation above about 50%, passing the limit was not always enough; also: a part of the inactive calls stands beside numbers as strong as those of hits
GPR55 beta-arrestin: GPR55 agonists via beta-arrestin recruitment, primary screen, imaging, U2OS cells, beta-arrestin-GFP redistribution (AID 1961). U2OS GPR55 beta-arrestin-GFP redistribution imaging; higher % means a stronger effect. activation, % at 10 µM; hits with a dose series show EC50 in µM. hit rate 0.048% among 290,000;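 active = activation above 40% with more than 50 cells counted in the well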;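 also: U2OS osteosarcoma cells stably expressing GPR55 and beta-arrestin-GFP; plate controls were DMSO negative control for no effect and LPI positive control for full effect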
NS5 inhibitors: Dengue-2 NS5 methyltransferase inhibitors, primary screen, biochemical, confirmation dose response (AID 588689). Dengue-2 NS5 methyltransferase capping enzyme assay, biochemical; higher % means a stronger effect. inhibition, % at 25 µM; hits with a dose series show IC50 in µM. hit rate 0.3% among 340,000; in the data active = a potency from the dose series
NOD1 NF-kB reporter: NOD1 signaling inhibitors, primary screen, cell-based, luminescence, uHTS (AID 1578); NOD1-driven NF-kB luciferase reporter cells, luminescence; higher % means a stronger effect; one-dose inhibition, % at 4 µM; EC50 in µM for titrated hits; hit rate 1% among 290,000; in the data active = inhibition mostly above about 36%, no sharp cut-off; inactive = mostly below about 34%;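 also: HEK-293T reporter cells stimulated with the NOD1 agonist gamma-tri-DAP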
GPR55 LPI antagonism: GPR55 antagonists blocking LPI-driven arrestin recruitment, primary screen, imaging, U2OS, beta-arrestin-GFP, LPI agonist (AID 2013). U2OS GPR55 beta-arrestin-GFP translocation imaging, LPI antagonism; higher % means a stronger effect. inhibition, % at 10 µM; hits with a dose series show IC50 in µM. hit rate 0.13% among 290,000;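 active = spots per cell inhibited over 60%, with over 100 cells counted and total cytoplasm intensity under 500,000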;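 also: U2OS cells stably carrying GPR55 and arrestin-GFP stimulated by 5 µM LPI near EC80; imaged beta-arrestin-GFP aggregate spots per cell after agonist stimulation; plate controls were LPI-stimulated DMSO wells for no effect and DMSO wells without LPI for full effect; some results filed as inactive read as strong as hits; confirmed hits need IC50 under 10 µM and bright autofluorescent wells are also inconclusive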
Active calls of the source: *; · = no result given; [ ] = remark or other dose. Only part of the results is shown (hit frequency here may not be typical).

SMILES | HIV peptide binding | West Nile antiviral | GPR35 arrestin U2OS | KOR beta-arrestin-1 | KOR beta-arrestin-2 | GPR55 beta-arrestin | NS5 inhibitors | NOD1 NF-kB reporter | GPR55 LPI antagonism
COc1ccc(NC(=O)CC2C(=O)N(c3cccc(OC)c3)C(=O)N2CCC(C)C)cc1 (centres undefined) | 1.5% | -1.0% | 12% | 39% | 2.6% | -0.2% | -3% | -15% | 10%
Cc1ccc(Cn2c(SCCN3CCOCC3)nc3c2c(=O)n(C)c(=O)n3C)cc1 | -0.8% | 0.3% | -1% | 8% | 6.8% | -0.2% | -1% | -13% | 14%
Cn1ncc(C#N)c1NC(=O)C1CC(c2ccc(Cl)c(Cl)c2)=NO1 (centres undefined) | 0.2% | -0.6% | -5% | -3% | 4.7% | 0.0% | -11% | 3% | -2%
O=C(NCCc1ccccc1)C1COc2ccccc2O1 (centres undefined) | 2.8% | -0.6% | 18% | -27% | 4.4% | 0.0% | -4% | -9% | 6%
CCOC(=O)c1ccccc1N1C(=O)C2Sc3[nH]c(=O)sc3C(/C=C/c3ccccc3)C2C1=O (centres undefined) | 32% | -0.2% | -4% | 19% | -1.5% | -0.3% | 6% | 2% | 17%
CCOCCCN1C(=O)C2C(C(=O)Nc3ccc(OCC)cc3)C3C=CC2(O3)C1C(=O)NC1CCCCC1 (centres undefined) | 1.4% | -0.7% | 0% | -36% | 4.6% | -0.1% | 7% | -31% | 7%
Cc1ccc(S(=O)(=O)/N=C(\Nc2cccc(C)c2)Nc2nc(C)cc(C)n2)cc1 | 1.2% | -0.3% | 14% | 3% | 0.0% | 0.1% | -2% | 20% | 7%
O=C(CCS(=O)(=O)c1cc(Br)cc2c1N(C(=O)C1CC1)CC2)N1CCN(c2ccccn2)CC1 | 0.0% | -0.5% | -4% | -22% | 15% | 0.3% | -10% | 21% | 0%
O=C(Nc1ccc2c(c1)OCO2)c1c[nH]c(=O)n(-c2ccc(F)cc2)c1=O | -0.2% | -0.1% | -4% | -2% | -0.2% | -0.2% | 5% | -34% | 7%
COc1cc(/C=N\NC(=O)c2sc(N)nc2C)cc(OC)c1OC | 1.8% | 0.8% | -10% | -9% | 3.2% | 0.2% | -2% | 5% | 25%
CS(=O)(=O)C1=NSC2=NC(=O)/C(=C\c3ccc(OC(=O)c4ccco4)cc3)C(=N)N21 | 47% | 0.6% | 10% | -26% | -0.4% | -0.2% | · | -22% | -7%
Cc1ccc(CNC(=O)C2CCC(=O)N(CCc3ccc(Cl)cc3)C2)s1 (centres undefined) | -0.6% | -1.1% | 2% | -12% | 5.0% | -0.1% | 6% | -24% | 0%
Cc1ccc(-c2nnn(CC(=O)N3CCN(c4ccccc4)CC3)n2)o1 | -0.1% | -0.6% | -7% | -15% | -5.4% | 0.3% | -1% | -1% | 39%
C/C(=N\N1CCN(C2c3ccccc3-c3ccccc32)CC1)c1ccco1 | 1.2% | -1.3% | -4% | -31% | 8.7% | -0.8% | 3% | -21% | -1%
Nc1nc(CSCc2ccccc2)nc(N2CCOCC2)n1 | 1.0% | 0.0% | -10% | 14% | 2.2% | -0.1% | -4% | 2% | -3%
O=c1ccc2ccc(OCc3nnc(-c4ccccc4Br)o3)cc2o1 | 0.7% | -0.7% | 11% | -21% | 3.5% | 0.0% | -1% | -57% | 20%
Cc1ccc(C(C(=O)NCc2ccco2)N(C(=O)Cc2cccs2)c2cccnc2)cc1 (centres undefined) | -1.0% | -1.7% | 16% | -4%[20 µM] | · | -0.1% | -1% | -17% | 0%
O=C(CCN1CCOCC1)N/N=C/c1cc([N+](=O)[O-])ccc1OC(F)F | -2.3% | 0.3% | -6% | -3% | -2.3% | -0.3% | 0% | -32% | 5%
Cc1ccc(-c2[nH]c3ccccc3c2SCCNC(=O)c2ccc(S(=O)(=O)N3CCOCC3)cc2)cc1 | -1.8% | -0.2% | -11% | 2% | 4.6% | -0.3% | -1% | -15% | -5%
CC(C)(C)NS(=O)(=O)c1cnc(Cl)c(Cl)c1 | -3.3% | -0.1% | 12% | 1% | -1.0% | 0.3% | 9% | 12% | 20%
COc1ccc(S(=O)(=O)NCCOc2cccc3cccnc23)cc1OC | 0.4% | -0.3% | -7% | 7% | -5.4% | 0.1% | -1% | -22% | 7%
O=c1[nH]c(/C=C/c2ccc3c(c2)OCO3)c([N+](=O)[O-])c(=O)[nH]1 | 0.8% | 0.1% | -5% | -18% | -1.1% | -0.5% | · | -23% | 0%
CC(=O)NC1=NN(C(C)=O)C(C)(CCS(=O)(=O)c2ccc(Cl)c(Cl)c2)S1 (centres undefined) | -1.2% | · | 4% | -7% | 3.8% | -0.3% | -1% | -25% | 1%
CCN(CC)S(=O)(=O)c1cc(NC(=O)[C@@H](NC(N)=O)C(C)C)ccc1C | 0.3% | 0.4% | 8% | -20% | -1.8% | -0.6% | 4% | -23% | 5%
O=C(NC1CCCCC1)C(=O)c1c(-c2ccccc2)[nH]c2ccccc12 | -0.8% | -0.1% | -10% | -32% | 2.8% | 0.1% | -1% | -26% | -7%
CCCN1C(=O)C2(SC(NC(C)=O)=NN2C(C)=O)c2cc(C)ccc21 (centres undefined) | -0.1% | 0.8% | 4% | -5%[20 µM] | · | -0.1% | -6% | -15% | 13%
O=C1NC(=O)C2C1C(c1cccs1)NN2Cc1ccccc1 (centres undefined) | -0.3% | 0.0% | -8% | -25% | -0.8% | -0.1% | 1% | -26% | 6%
C/C(=N/NC(=O)CN1CCN(Cc2ccccc2)CC1)c1ccc([N+](=O)[O-])cc1 | -0.4% | -0.2% | -5% | -31% | 1.7% | -0.1% | -7% | 8% | -5%
COc1ccc(OC)c(C2CC(=O)c3c([nH]c(C(=O)OCC4CCCO4)c3C)C2)c1 (centres undefined) | -3.5% | 0.4% | -8% | -14% | -5.3% | 0.6% | -2% | 5% | -1%
CS(=O)(=O)N1N=C(c2ccccc2)CC1c1ccc2nccnc2c1 (centres undefined) | 0.7% | -0.6% | -18% | -16% | -2.1% | -0.2% | -6% | -24% | 13%
OCC1(Cc2cccc(C(F)(F)F)c2)CCN(Cc2cc3ccccc3o2)CC1 | 1.9% | -1.7% | -6% | 7%[20 µM] | · | -0.1% | 4% | -46% | 14%
CCOC(=O)C1CCN(c2c(NCc3ccc(C(=O)Nc4ccc(C)cc4)cc3)c(=O)c2=O)CC1 | -0.7% | -0.3% | -9% | 14% | 4.9% | -0.1% | -4% | -7% | 13%
COc1ccc(C(=O)NCCc2nnc(SCC(=O)Nc3ccccc3)n2C)cc1 | -0.5% | 0.2% | 5% | 12% | -0.8% | 1.3% | -4% | 6% | 11%
CCOC(=O)C1=C(C)NC(SCC(=O)O)=NC1c1ccccc1 (centres undefined) | -1.0% | 0.2% | 6% | -23% | 4.5% | -0.2% | · | -5% | 14%
Cc1ccc(OCCn2cc(/C=C3\C(=O)NN(c4ccccc4)C3=O)c3ccccc32)cc1 | -2.7% | -0.4% | -16% | -28% | 0.9% | 0.0% | -1% | -1% | 4%
O=C(CSc1n[nH]c(-c2cccnc2)n1)Nc1ccccc1[N+](=O)[O-] | -1.1% | -0.4% | 2% | -43% | -4.4% | -0.2% | -1% | -16% | 10%
CN1CCN(C(=O)c2cc3nc(-c4ccc(F)cc4)cc(C(F)(F)F)n3n2)CC1 | -2.1% | 0.2% | 3% | -13% | -2.4% | -0.1% | 3% | 11% | -11%
O=C(O)CCc1nc2cc3ccccc3cc2[nH]1 | -0.9% | 0.3% | 3% | 27% | -2.4% | 0.2% | 7% | -20% | 4%
Cc1ccc(O)c(NC(=O)C2CCCCC2)c1 | -1.2% | -0.3% | 3% | -37% | 1.7% | -0.1% | 1% | -5% | -8%
COc1ccc(C(=O)O/N=C(\N)c2ccccc2)c(OC)c1 | 1.6% | -1.0% | 2% | -74% | 4.3% | 0.5% | -8% | 0% | 2%
COc1ccc(N(CC(=O)NC2CCCC2)C(=O)c2csnn2)cc1 | 6.9% | -0.2% | -22% | 12% | -3.9% | -0.3% | -9% | -4% | 4%
COc1ccc(-c2cn3ccsc3n2)cc1 | 6.0% | -0.3% | 11% | -14% | 0.7% | 0.2% | 0% | -32% | 31%
O=C(Cc1ccccc1)c1c[nH]c(C(=O)NC2CCCC2)c1 | -3.4% | -0.8% | 12% | 9% | -4.1% | -0.2% | -8% | 12% | 12%
Cc1ccc(SCc2cc(=O)[nH]c(N3CCN(Cc4ccc5c(c4)OCO5)CC3)n2)cc1 | 3.6% | -0.2% | -1% | -36% | 2.9% | 0.0% | 0% | -48% | 5%
CC(C)c1ccc(NC(=O)CCNC(=O)Cn2ccc3ccccc3c2=O)cc1 | 1.4% | -0.2% | -12% | 8% | -1.2% | -0.1% | -8% | -28% | -6%
COc1ccc(NC(=O)CSc2nc(O)c(Cc3ccccc3)c(=O)[nH]2)cc1 | 0.9% | -0.1% | -12% | -30% | 44% | 0.4% | -4% | -1% | -3%
Cc1nc(C/C(=N\Nc2ccccc2)c2ccc(O)cc2O)cs1 | 0.9% | -0.5% | 10% | -14% | 0.7% | -0.5% | 1% | -17% | -3%
Cc1sccc1/C=N/NC(=O)c1cccc2ccccc12 | -0.6% | 0.1% | 6% | 5% | -1.7% | -0.2% | -10% | -19% | 12%
CCCNC(=S)N1CC2(C)CN(C(=O)C(=O)OCC)CC(C)(C1)C2=O | -2.1% | 0.2% | 25% | 8%[20 µM] | · | -0.3% | · | -17% | -2%
CC(=O)Nc1cc(Br)ccc1O | -2.2% | 1.5% | -4% | -36%[20 µM] | · | -0.1% | -9% | 7% | 11%
CCOC(=O)c1sc(NC(=S)NC(=O)C23CC4CC(CC(C4)C2)C3)cc1C | 2.9% | -0.9% | 7% | -1% | 1.9% | 0.5% | -6% | 14% | -1%
CC(C)COP(=O)(CNC(=O)CN1C(=O)c2ccccc2S1(=O)=O)OCC(C)C | -2.4% | 0.1% | 0% | 36% | 5.3% | 0.7% | -8% | -17% | -2%
CCOC(=O)C1CCN(Cc2cccc(OC)c2)CC1 | -2.7% | -0.1% | 2% | -96% | 6.8% | -0.2% | 0% | -17% | -1%
O=C(Nc1ccccc1)Nc1nc(-c2ccc(F)c(F)c2)cs1 | -0.9% | -0.9% | -7% | -30% | 3.6% | -0.1% | -8% | -4% | -5%
O=C(NCCc1ccccc1)C(c1ccccc1F)N(C(=O)c1csnn1)C1CC1 (centres undefined) | -0.2% | -0.8% | -8% | -18% | -4.6% | -0.3% | -1% | -20% | 0%

3 compounds from above, sorted by the number in GPR55 beta-arrestin, largest number first.
Molecule	GPR55 beta-arrestin
COc1ccc(NC(=O)CSc2nc(O)c(Cc3ccccc3)c(=O)[nH]2)cc1	0.4%
Cc1sccc1/C=N/NC(=O)c1cccc2ccccc12	-0.2%
O=C(NCCc1ccccc1)C(c1ccccc1F)N(C(=O)c1csnn1)C1CC1 (centres undefined)	-0.3%
